Screening data as filed in PubChem.
Vif-A3G inh: inhibitors of Vif-APOBEC3G interaction | Q9HC16 | 0.076% of 410,000 active | AID 602310 | HeLa A3G-eYFP + Vif (tagged APOBEC3G with the HIV-1 protein that degrades it), YFP fluorescence, overnight | Potency, µM (highest dose often 46.1 µM), inactives show at the top dose activity, negative = active, usual class: inhibitors;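 also: potency is read from the fitted curve at half-maximal effect; % is scaled to controls: 0 for no effect and ±100 for the full control effect; nearly all actives have a fitted effect of over 60% in size; hits raise eYFP signal because A3G escapes Vif-driven loss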
Target sequence (Q9HC16 whole entry, looked up): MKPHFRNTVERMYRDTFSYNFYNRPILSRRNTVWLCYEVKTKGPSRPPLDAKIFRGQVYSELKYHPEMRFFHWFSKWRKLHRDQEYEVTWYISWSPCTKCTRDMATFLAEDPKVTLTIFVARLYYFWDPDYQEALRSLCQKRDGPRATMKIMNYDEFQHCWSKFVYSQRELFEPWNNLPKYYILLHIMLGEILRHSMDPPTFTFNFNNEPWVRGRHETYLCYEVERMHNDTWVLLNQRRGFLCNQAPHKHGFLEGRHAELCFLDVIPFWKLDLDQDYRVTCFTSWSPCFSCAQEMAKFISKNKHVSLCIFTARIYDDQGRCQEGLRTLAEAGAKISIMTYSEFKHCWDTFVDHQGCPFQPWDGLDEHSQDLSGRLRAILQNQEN
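Read-out is eYFP fluorescence (Ex 488/Em 500-530) from Vif-expressing HeLa A3G-eYFP cells; more signal means A3G escaped Vif-mediated degradation. Cells plated overnight, compound pinned in, incubated overnight at 37 deg C.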
D2 potentiator: D2 dopamine receptor (human) potentiation | HEK293 T-REx D2, calcium flux, EC20 dopamine potentiation | potentiation, % at 10 µM | 0.34% of 340,000 active | AID 485347;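 active = potentiation over 3 SD above the plate norm, cut at about 30% in these data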; also: 0% is about no effect
Target sequence (P14416 whole entry, looked up): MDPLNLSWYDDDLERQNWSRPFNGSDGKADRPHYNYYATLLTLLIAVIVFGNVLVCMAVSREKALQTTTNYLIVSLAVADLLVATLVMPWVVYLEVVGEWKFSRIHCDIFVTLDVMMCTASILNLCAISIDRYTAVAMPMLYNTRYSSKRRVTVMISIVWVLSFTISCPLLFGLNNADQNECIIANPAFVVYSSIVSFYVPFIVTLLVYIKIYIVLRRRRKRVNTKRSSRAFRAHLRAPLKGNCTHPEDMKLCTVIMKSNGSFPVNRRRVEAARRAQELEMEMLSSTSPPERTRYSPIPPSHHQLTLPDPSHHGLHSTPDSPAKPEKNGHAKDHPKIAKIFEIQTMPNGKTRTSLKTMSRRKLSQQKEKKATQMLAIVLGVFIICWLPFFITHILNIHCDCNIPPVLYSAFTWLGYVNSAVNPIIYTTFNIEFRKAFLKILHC
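Using a no-wash calcium dye in inducible, force-coupled HEK293 Trex cells expressing D2, we tracked fluorescence each second for 180 s after compound, then for 180 s after EC20 dopamine to detect augmented signalling.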
D1 potentiator: enhances dopamine response at the human D1 receptor | HEK293 TREx D1 cells, calcium flux, dopamine EC20 potentiation | P21728 | potentiation, % at 10 µM | AID 504651 | 0.036% of 360,000 active; in the data active = potentiation above about 30%; also: 0% is about no effect
Glioma ERSR ind: induces the endoplasmic reticulum stress response in human glioma cells; U87-MG GRP78 promoter luciferase reporter, 16 h; Potency, µM, for inactives: at the top dose activation, actives largely listed as activators; 0.02% of 420,000 active; AID 602332; also: potency is read from the fitted curve at half-maximal effect; series mostly up to about 76 µM; % of control where 0% means no effect; nearly all actives have a fitted effect of over 35% in size
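Stably transfected U87-MG glioma cells carrying a GRP78-based luciferase sensor; 16 h compound incubation. Luminescence end-point read 10 min after Bright-Glo addition at room temperature.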
Vif-A3F inh: Vif-A3F binding inhibition | 0.2% of 390,000 active | Potency, µM (top dose mostly 46.1 µM), for inactives: top-dose activity, negative = active | HeLa A3F-eYFP + Vif (tagged APOBEC3F with the HIV-1 protein that degrades it), YFP fluorescence increase; also: potency is read from the fitted curve at half-maximal effect; % of control where 0% means no effect; nearly all actives have a fitted effect of over 65% in size
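HeLa cells stably expressing Vif plus C-terminally eYFP-tagged A3F were seeded, incubated overnight at 37 deg C, dosed with compound, incubated overnight again at 37 deg C. Yellow fluorescence (Ex 488/Em 500-530) reported blocked Vif-mediated A3F-eYFP degradation.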
D1 ag: activates the human D1 dopamine receptor; P21728; HEK293 T-REx D1 cells, calcium flux, agonist mode; activation, % at 2 µM; 1% of 360,000 active; AID 504660; in the data active = activation above about 30%; also: 0% is about no effect
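Tetracycline-induced HEK293 TREx D1 cells, force-coupled to calcium signalling, were dye-loaded with a no-wash calcium kit. Compound was pin-added after a 10 s baseline. Fluorescence was read kinetically at 1 cycle/s for 180 s, with calcium rises flagged as agonism.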
RXFP1 agonist: RXFP1 (human) receptor agonism; Q9HBX9; HEK293T-RXFP1 cAMP TR-FRET, 30 min; response scale: percent of porcine relaxin response, buffer zero; Potency, µM (top dose mostly 57.5 µM), inactives show at the top dose activation, hits mostly activators; 0.3% of 370,000 active; AID 2676; also: potency is read from the fitted curve at half-maximal effect; % is scaled to controls: 0 for no effect and ±100 for the full control effect; nearly all actives have a fitted effect of over 60% in size; many of its hits are not listed in these tables
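Agonist response is measured as cAMP accumulation in an RXFP1-transfected HEK293T line under PDE4 inhibition. Values are scaled between buffer-only and 29 nM porcine relaxin, and EC50s come from standard Hill equation fits.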
LDHA block: blocks human lactate dehydrogenase A | P00338 | purified LDHA, NADH/diaphorase-resazurin fluorescence; hits give low values | activity change, % (values are at about 110 or 230 µM) | 0.15% of 480,000 active | AID 1347041; in the data active = activity change below about -30%; inconclusive = mostly about -25% to -30%;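 also: plate controls were DMSO wells for no effect and wells without enzyme for full effect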
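Human LDH5 at 2 nM final in Tris HCl pH 7.4 with 0.06 mM NADH and 0.2 mM pyruvate, reacted 5 minutes at room temperature. Remaining NADH coupled via diaphorase/resazurin; resorufin fluorescence read at 0 and 20 minutes, normalized to enzyme-free and DMSO wells.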
D1 antagonist: antagonists of human D1 dopamine receptor. HEK293 TREx D1 cells, calcium flux, dopamine EC80; hits give low values. AID 504652. activity change, negative = inhibition, % at 10 µM. 3.2% of 360,000 active. P21728; in the data active = activity change below about -30%; also: % is scaled to controls: 0 for no effect and ±100 for the full control effect
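Allosteric or orthosteric antagonism assessed as attenuation of the calcium response to EC80 dopamine, added 180 s after compound, in induced HEK293 Trex D1 cells loaded with no-wash calcium dye.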
Active calls of the source: *; ? = inconclusive; nt = no result given; & = joins results of further samples. Unless noted, calls follow the shape of the dose curve; as a rule, active = well fitted curve in the direction sought with a large enough effect; inconclusive = small, poorly fitted or top-dose-only effect, or another doubt; inactive = no such curve, though single readings can be large; an effect the other way counts as inactive or inconclusive. These rows are one share of the data; the hit share may differ from the screen's.

SMILES	Vif-A3G inh	D2 potentiator	D1 potentiator	Glioma ERSR ind	Vif-A3F inh	D1 ag	RXFP1 agonist	LDHA block	D1 antagonist
O=C(/C=C(\O)c1ccc(Cl)cc1)C(=O)NNC(=O)C(O)(c1ccccc1)c1ccccc1	-3%	10	8	-6%	-1%	2	1.2%	3	7
CCc1ccccc1NC(=O)C1CCCN(c2ncnc3onc(-c4ccc(F)cc4)c23)C1 (stereo not drawn)	5%	-4	0	-8%	-10%	1	-0.8%	-2&2	5
Cc1cc(NC(=O)CN2C(=O)/C(=C/c3cccc(Br)c3)SC2=S)no1	-5%	12	-11	-2%	-3%	3	-0.5%	-5	5
COCCCn1c(SCC(=O)N2CCCC(C)C2)nnc1-c1ccco1 (stereo not drawn)	3%	7	-6	0%	-3%	-1	2.4%	1	2
CSCC(=O)NCC1(N(C)Cc2ccccc2)Cc2ccccc2C1	-1%	-17	-2	-1%	6%	0	0.7%	-6	29
Cc1ccc(CSCC(=O)N2CCOCC2)cc1	0%	-3	-4	-1%	3%	2	2.1%	-3	-3
COc1ccc(CNC(=O)CNC(=O)c2cccs2)c(OC)c1	-1%	6	10	1%	-5%	3	0.5%	-3	-12
Cc1ccc2c(c1)COc1c3ccc(C(=O)O)cc3nn1-2	-7%	-5	-8	-11%	5%	2	-1.6%	0	-15
CSc1nc2sc3c(c2c(=O)n1-c1ccccc1C)CCCC3	2%	10	-2	-5%	-9%	4	-0.4%	2	23
COc1ccc(-c2ncncc2-c2csc(C)n2)c(O)c1	-1%	nt	-1	-2%	1%	2	0.7%	0	0
Cc1cc(C)n2nc(N)c(N=Nc3ccc4c(c3)OCO4)c2n1	-12%	2	-4	-1%	?	1	-0.1%	-1	-14
O=C(COc1ccccc1C(=O)NCC1CCCO1)Nc1ccc(Cl)cc1Cl (stereo not drawn)	-6%	12	-2	-1%	-3%	4	-0.3%	-1	0
CC(=O)c1ccc(N(C)C)cc1	-1%	-6	2	0%	1%	0	-0.2%	-1	-3
Cc1cc2c(=O)n(C)c(SCC(=O)NCC3CCCO3)nc2s1 (stereo not drawn)	2%	nt	nt	-5%	-6%	nt	nt	-2	nt
COc1ccc(N2CC(C(=O)NC3CC(C)(C)NC(C)(C)C3)CC2=O)cc1 (stereo not drawn)	3%	-2	-4	-4%	0%	1	-0.6%	-1	-8
O=S(=O)(c1ccc(Cl)cc1)N1CCN(C2CCCCCC2)CC1	-2%	-6	1	-2%	-6%	2	1.5%	1	-2
CCCCCCCCC1=NCCc2c1[nH]c1ccccc21	-7%	-3	-11	-7%	0%	38*	0.6%	3	-14
CC(C)(C)NC(=O)CCN(/N=C/c1ccccc1O)C1=NS(=O)(=O)c2ccccc21	-1%	1	-6	3%	-3%	2	-0.7%	2	-21
COc1ccccc1OCCSc1nnnn1C1CCCCC1	-1%	nt	nt	9%	3%	nt	nt	-4	nt
Cc1cc(=O)oc(C)c1C(=O)Nc1ccc2nsnc2c1	0%	-11	0	2%	1%	1	6.1%	7	-6
O=C(NCc1ccco1)C(=O)NCc1ccccc1Cl	-7%	6	3	2%	9%	2	-1.2%	0	6
c1cnc2ccc(C(c3nnnn3C3CCCC3)N3CCSCC3)cc2c1 (stereo not drawn)	1%	22	2	1%	3%	-3	-3.6%	0	11
Cc1cc2cc(C(c3nnnn3Cc3ccco3)N3CCCCC3)c(=O)[nH]c2cc1C (stereo not drawn)	0%	-5	-2	-5%	12%	0	0.5%	-4	3
COc1ccccc1C(=O)Nc1ccc2oc(-c3cccc(Cl)c3Cl)nc2c1	11%	2	-1	-4%	4%	0	6.8%	-12	-8
CC(=O)N(C)c1ccc(OCC(O)Cn2c(C)nc3ccccc32)cc1 (stereo not drawn)	1%	31*	-2	-1%	2%	6	-0.3%	-4	-1
SMILES	Vif-A3G inh	D2 potentiator	D1 potentiator	Glioma ERSR ind	Vif-A3F inh	D1 ag	RXFP1 agonist	LDHA block	D1 antagonist
N#CCCN(Cc1cccnc1)C(=S)NC(=O)c1ccc(S(=O)(=O)N2CCCC2)cc1	5%	0	-3	-1%	8%	1	0.4%	-2	8
CC(=NNc1nc2ccccc2o1)c1ncccn1	?	nt	nt	-4%	-12%	nt	nt	-2	nt
COc1ccc(N2CCN(c3nc4ccccc4n4c(C)nnc34)CC2)cc1	0%	8	-5	-4%	-3%	0	-0.2%	-3	-76*
Clc1ccccc1Nc1ncnc2c1nnn2Cc1ccccc1	1%	-2	-9	2%	-6%	7	1.2%	-4	-14
Cc1c(CC(=O)NCCCC(=O)O)c(=O)oc2cc3oc4c(c3cc12)CCCC4	4%	4	-2	-3%	12%	1	2.4%	-4	-13
O=C(NCc1cnn(-c2ccccc2)c1)C1CCC(=O)N(C2CC2)C1 (stereo not drawn)	2%	14	1	-1%	1%	1	-0.1%	-1	4
CS(=O)(=O)N(CC(=O)N1CCN(Cc2ccccc2)CC1)c1cccc(F)c1	-3%	-2	-1	-3%	-1%	1	-4.2%	-1	-9
C[C@H](CO)N1C[C@H](C)[C@@H](CN(C)S(=O)(=O)c2ccc(F)cc2)Oc2ccc(NC(=O)C3CC3)cc2C1=O	-9%	nt	nt	-2%	12%	nt	nt	-3	nt
COc1ccc(N2CCN(c3ccnc4cc(Cl)ccc34)CC2)cc1	5%	-19	-4	-2%	11%	1	12%	-9	5
Cn1nnc2cc(C(=O)Nc3ccc4ccccc4c3)ccc21	6%	-4	-4	0%	1%	0	4.8%	-7	1
N#C/C(=C/c1cn(-c2ccccc2)nc1-c1cccc(S(=O)(=O)N2CCCC2)c1)C(=O)NCc1ccco1	1%	1	-8	-5%	-4%	4	0.4%	-1	3
Cc1cc(C(=O)C(C)OC(=O)c2cnccn2)c(C)n1-c1ccccc1 (stereo not drawn)	-6%	-22	2	-1%	-15%	11	2.1%	-5	2
S=c1[nH]ccn1-c1c(Cl)cccc1Cl	0%	9	7	-6%	-3%	3	-1.2%	1	-8
CCOC(=O)c1sc(NC(=O)C2CCCCC2)nc1C	-3%	nt	nt	6%	0%	nt	nt	-5	nt
COc1ccc(NC(=O)OCCn2c([N+](=O)[O-])cnc2C)cc1	-2%	-1	-6	-1%	7%	0	3.5%	-2	3
COc1ccc(NC(=O)C23CC4CC(C2)CC(c2ccc(C)cc2)(C4)C3)cc1	-2%	-1	0	-4%	-2%	3	0.2%	3	15
O=C(Nc1ccccc1)C1CCN(S(=O)(=O)c2ccc3c(c2)CCCN3C(=O)C2CCC2)CC1	-5%	8	-4	-3%	-4%	1	0.9%	-2	-7
Cc1cc(C)n(CC(O)COc2ccc(Cl)cc2Cl)n1 (stereo not drawn)	0%	11	1	6%	7%	-1	0.1%	-1	11
N#C/C(=C(\O)Cc1ccccc1)c1nc2ccccc2[nH]1	-20%	1	-3	-7%	0%	-1	2.5%	-3	5
C[C@H]1CN([C@@H](C)CO)C(=O)c2cc(C3=CCCCC3)cnc2O[C@@H]1CN(C)C(=O)Cc1ccccc1	-5%	nt	nt	-4%	4%	nt	nt	-8	nt
COc1ccc(NS(=O)(=O)c2ccc(C(=O)N3CCN(c4ccc(F)cc4)CC3)cc2)cc1	-10%	nt	nt	-4%	8%	nt	nt	1	nt
Cc1cccc(NC(=S)NCC(c2cccnc2)N2CCOCC2)c1C (stereo not drawn)	0%	-4	12	-4%	1%	3	1.1%	-5	5
COc1ccc(-c2c[n+]3c4n2CCCCC4=C(c2ccc(Br)cc2)C3)cc1	0%	5	2	-3%	-15%	0	6.8%	-2	-3
COc1ccc2c(c1OC)C(=O)OC2N1C(=O)CC[C@H]1C(=O)Nc1ccc(F)cc1F (stereo partly drawn)	-1%	2	3	-1%	-1%	2	1.1%	-14	-25
C[C@H](CO)N1C[C@H](C)[C@@H](CN(C)Cc2ccccc2)Oc2c(NC(=O)C3CC3)cccc2C1=O	-3%	nt	nt	-3%	-7%	nt	nt	-2	nt
SMILES	Vif-A3G inh	D2 potentiator	D1 potentiator	Glioma ERSR ind	Vif-A3F inh	D1 ag	RXFP1 agonist	LDHA block	D1 antagonist
Cc1cc(Cl)ccc1NC(=S)Nc1ccccn1	0%	-3	-11	2%	?	0	2.6%	-1	1
Cc1noc(C)c1C(=O)OCC(=O)Nc1ncc(C(F)(F)F)cc1Cl	-1%	nt	nt	0%	0%	nt	nt	0	nt
COc1cc2nc(NCCC(C)C)n3nc(-c4ccccc4)nc3c2cc1OC	2%	-8	-4	-1%	-2%	0	?	-2	-10
Cc1noc(C)c1CN1C(=O)c2ccccc2C1=O	0%	-1	3	-4%	-9%	3	12%	1	-14
CCN(CC(=O)NCc1ccc(Cl)cc1)C(=O)CNS(=O)(=O)c1ccc(NC(C)=O)cc1	0%	-3	-7	-6%	5%	3	3.7%	-3	15
CCOC(=O)C1CCN(c2c(N3CCCCCC3)c(=O)c2=O)CC1	7%	0	0	-2%	0%	2	0.0%	0	1
O=C(Nc1ncccc1O)c1ccc(Oc2ccccc2)cc1	2%	3	3	-3%	-9%	5	-1.1%	5	10
CCc1ccccc1NC(=O)CC(c1ccc(F)cc1)N1Cc2ccccc2C1=O (stereo not drawn)	-5%	5	5	-3%	7%	12	3.5%	0	2
COc1cc(Cl)c(C)cc1NC(=O)CCc1nc2cccnc2n1Cc1cccs1	-17%	nt	0	-4%	-7%	23	-0.3%	12	10
N#CC1=C2SCN(C3CCCCC3)CN2C(=O)CC1c1c(F)cccc1Cl (stereo not drawn)	-3%	6	2	-2%	-4%	2	11%	11	4
COc1ccc(/C(N)=N/OC(=O)C2CCC(=O)N2S(=O)(=O)c2ccc(C)cc2)cc1 (stereo not drawn)	3%	3	-8	-5%	-3%	5	0.2%	-4	-32*

Of the compounds above, two contain bromine:
SMILES	Vif-A3G inh	D2 potentiator	D1 potentiator	Glioma ERSR ind	Vif-A3F inh	D1 ag	RXFP1 agonist	LDHA block	D1 antagonist
Cc1cc(NC(=O)CN2C(=O)/C(=C/c3cccc(Br)c3)SC2=S)no1	-5%	12	-11	-2%	-3%	3	-0.5%	-5	5
COc1ccc(-c2c[n+]3c4n2CCCCC4=C(c2ccc(Br)cc2)C3)cc1	0%	5	2	-3%	-15%	0	6.8%	-2	-3
